PTAP-TSG101 blk = blocks PTAP binding to human TSG101, validation | Q99816 | 44,000 tested, under 10 active | Potency, µM (doses to about 115 µM), without a hit: at the highest dose activity change, negative = inhibition, usual class: inhibitors | Fluorescence polarization, FITC-PTAP peptide/Tsg101, 20 min; note: potency is the fitted concentration of half-maximal effect; 0% is about no effect
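FITC-labeled PTAP peptide (50 nM final) binding to Tsg101 binding domain (10 uM final) read by fluorescence polarization after 20 min at r.t. in HEPES pH 7.5 buffer. Actives by CRC class, <25 µM.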
NTMT1 inhibitor = NTMT1 methyltransferase inhibition; Q9BV86; Potency, µM (doses to about 114 µM), for the others: at the top dose activity change, negative = inhibition, most hits filed as inhibitors; NTMT1 MTase-Glo SAH luminescence, purified enzyme; 2.5% of 59,000 active;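 note: potency is the fitted concentration of half-maximal effect; plate controls were DMSO vehicle for no effect and no enzyme for full effect; nearly all actives have a fitted effect of over 65% in size; many of its hits are not listed in these tables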
B2AR arrestin ag = agonists recruiting beta-arrestin to human beta2-adrenergic receptor | HTLA Tango cells, beta-arrestin recruitment, luciferase luminescence, 18 h | Potency, µM (titrated, usually from 46.1 µM), without a hit: top-dose activation, most hits filed as activators | AID 1347077 | P07550 | 44,000 tested, under 10 active;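 note: potency is the fitted concentration of half-maximal effect; 0% = DMSO and full agonism = EC100 isoproterenol or metaproterenol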
Target sequence (P07550 whole entry, looked up): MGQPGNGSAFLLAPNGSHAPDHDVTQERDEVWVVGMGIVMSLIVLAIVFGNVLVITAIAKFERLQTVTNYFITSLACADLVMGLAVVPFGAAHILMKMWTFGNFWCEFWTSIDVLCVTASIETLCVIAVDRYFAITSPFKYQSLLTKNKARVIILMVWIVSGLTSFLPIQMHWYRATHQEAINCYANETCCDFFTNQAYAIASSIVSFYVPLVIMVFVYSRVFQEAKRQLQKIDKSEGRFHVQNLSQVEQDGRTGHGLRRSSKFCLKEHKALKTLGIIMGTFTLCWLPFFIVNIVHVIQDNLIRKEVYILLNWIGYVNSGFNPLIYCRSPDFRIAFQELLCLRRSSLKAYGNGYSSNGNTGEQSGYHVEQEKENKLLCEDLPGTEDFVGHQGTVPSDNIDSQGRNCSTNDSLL
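Ligand-induced beta-arrestin recruitment to recombinant beta2-AR is measured via a tTA-driven luciferase reporter in Tango cells after 18 hr compound exposure at 37 degrees C. Concentrations span up to 46 microM.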
p53null 39C kill = p53 null cell cytotoxicity, nonpermissive temperature. H1299 p53-null (neo) cells, 39C, ATPlite viability, 24 h. Potency, µM (top dose mostly 46.1 µM), for the others: at the top dose activity, negative = cell killing, most hits filed as cytotoxic. 0.97% of 55,000 active;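 note: potency is the fitted concentration of half-maximal effect; 0% = DMSO only and -100% = full killing by 100 µM tamoxifen; nearly all actives have a fitted effect of over 50% in size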
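Concentration-response (up to 46 uM) was run for 24 h at the nonpermissive 39C on H1299-p53A138V or H1299-neo cells. ATP content was measured with ATPlite luminescence. AC50 values were Hill-modeled after normalizing between DMSO and 100 uM tamoxifen killing.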
FH mod = Identification of activators of human fumarate hydratase by quantitative high-throughput screening. Fumarate hydratase, mitochondrial (Homo sapiens), P07954. FH coupled MDH/diaphorase resazurin fluorescence, 15 min. Potency, µM (series often up to 79.9 µM), for inactives: at the highest dose activity change, negative = inhibition, usual class: inhibitors. 0.22% of 54,000 active; note: potency is the fitted concentration of half-maximal effect; % is set by controls: 0 for no effect and ±100 for the full control effect; the screen sought activators but most active calls are inhibition curves; nearly all actives have a fitted effect of over 45% in size
GALK inh = inhibitors of human galactokinase (GALK) | Potency, µM (highest dose often 57.5 µM), inactives show top-dose activity, negative = inhibition, usual class: inhibitors | P51570 | recombinant GALK, Kinase-Glo ATP luminescence, 1 h | 44,000 tested, under 10 active;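 note: plate controls were full GALK reaction for no effect and reaction lacking GALK for full effect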
Target sequence (P51570 whole entry, looked up): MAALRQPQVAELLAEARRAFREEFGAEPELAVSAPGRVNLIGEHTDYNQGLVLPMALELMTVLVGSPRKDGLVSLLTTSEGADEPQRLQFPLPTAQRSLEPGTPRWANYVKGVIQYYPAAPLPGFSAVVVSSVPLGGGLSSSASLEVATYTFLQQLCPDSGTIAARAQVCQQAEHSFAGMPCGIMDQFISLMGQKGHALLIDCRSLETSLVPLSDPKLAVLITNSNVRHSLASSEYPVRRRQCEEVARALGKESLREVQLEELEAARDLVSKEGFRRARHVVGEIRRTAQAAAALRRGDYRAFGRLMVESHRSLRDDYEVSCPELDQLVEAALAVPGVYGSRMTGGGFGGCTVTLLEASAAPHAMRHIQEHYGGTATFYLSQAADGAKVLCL
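5 nM GALK; 35 uM ATP; 100 uM D-galactose; 20 mM HEPES pH 8.0, 5 mM MgCl2, 60 mM NaCl, 1 mM DTT, 0.01% BSA; 1 h RT; Kinase-Glo Plus luminescence.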
p53null 32C kill = kills p53 null cells at the permissive temperature; H1299-neo p53 null cells, ATP luminescence, 24 h, 32C; Potency, µM (top dose mostly 46.1 µM), without a hit: at the top dose activity change, negative = cytotoxicity, usual class: cytotoxic; 0.62% of 55,000 active;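 note: potency is the fitted concentration of half-maximal effect; 0% = DMSO only and -100% = full killing by 100 µM tamoxifen; nearly all actives have a fitted effect of over 55% in size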
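H1299-neo (p53-null) cells, 600/well, were pre-incubated overnight at 37C, then exposed to compounds at up to 46 uM for 24 hr at 32C. Viability was measured as ATP content by luminescence, and AC50 values came from Hill fits.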
An asterisk follows results filed as active; ? = inconclusive; & = joins results of further samples; [ ] = another dose, or the depositor's remark. Calls come from the whole dose curve; as a rule, active = well fitted curve in the direction sought with a large enough effect; inconclusive = small, poorly fitted or top-dose-only effect, or another doubt; inactive = no such curve, though single readings can be large; an effect the other way counts as inactive or inconclusive. Only part of the results is shown (hit frequency here may not be typical).

A first look, 2 compounds:
Short forms – A = PTAP-TSG101 blk; B = NTMT1 inhibitor; C = B2AR arrestin ag; D = p53null 39C kill; E = FH mod; F = GALK inh; G = p53null 32C kill
1	Cc1cc(C)cc(NC(=O)CSc2oc(-c3ccccc3)nc2S(=O)(=O)c2ccccc2)c1
  A: -2.4% | B: 1.9% | C: -0.2% | D: -22.8% | E: -7.0% | F: -1.5% | G: -9.7%

2	CCc1ccc(-n2c(=O)c3c4c(sc3n(CC(=O)NCCCOC)c2=O)CCC4)cc1
  A: 0.2% | B: -9.0% | C: -2.0% | D: -10.8% | E: 0.5% | F: 1.9% | G: 13.0%

Main list, from the first entry:
Short forms – A = PTAP-TSG101 blk; B = NTMT1 inhibitor; C = B2AR arrestin ag; D = p53null 39C kill; E = FH mod; F = GALK inh; G = p53null 32C kill
1	Cc1cc(C)cc(NC(=O)CSc2oc(-c3ccccc3)nc2S(=O)(=O)c2ccccc2)c1
  A: -2.4% | B: 1.9% | C: -0.2% | D: -22.8% | E: -7.0% | F: -1.5% | G: -9.7%

2	CCc1ccc(-n2c(=O)c3c4c(sc3n(CC(=O)NCCCOC)c2=O)CCC4)cc1
  A: 0.2% | B: -9.0% | C: -2.0% | D: -10.8% | E: 0.5% | F: 1.9% | G: 13.0%

3	CCc1ccc(-c2[nH]nc3nc(-c4ccc(OC)cc4)cc(C(=O)NCCc4ccc(OC)c(OC)c4)c23)cc1
  A: 1.9% | B: -3.0% | C: -1.2% | D: 21.4% | E: 12.2% | F: 0.6% | G: -11.0%

4	Cc1ccc(-n2c(SCC(=O)Nc3cccc(C)c3)nc3c(oc4ccccc43)c2=O)cc1
  A: 1.8% | B: 5.1% | C: 0.7% | D: 23.6% | E: -19.0% | F: 5.7% | G: 8.5%&7.4%

5	Cc1ccc(NC(=O)C2CCN(C(=O)c3sc4nc[nH]c(=O)c4c3C)CC2)cc1F
  A: -13.2% | B: -4.4% | C: 6.2% | D: 23.5% | E: 5.1% | F: 0.9% | G: 9.6%

6	O=C(CCc1cn(Cc2ccccc2F)c2ccccc12)NCc1ccc(Cl)cc1
  A: -1.2% | B: 11.7% | C: 0.1% | D: -19.9% | E: -9.7% | F: 3.4% | G: 1.4%

7	O=C(c1cc2cc3ccc(Cl)cc3nc2o1)N1CCN(c2cccc(Cl)c2)CC1
  A: 1.3% | B: -28.1% | C: -0.2% | D: 14.3% | E: 4.2% | F: 2.0% | G: 8.8%

8	COc1cc2c(cc1NC(=O)COc1ccc(Cl)cc1Br)oc1ccccc12
  A: 0.2% | B: 3.0% | C: 1.0% | D: 14.1% | E: -0.8% | F: 2.3% | G: 0.3%

9	Cc1ccc(S(=O)(=O)N(CC(=O)Nc2ccc(Cl)cc2Cl)c2ccccc2C)cc1
  A: -7.0% | B: 25.6% | C: 0.1% | D: -4.0% | E: -20.5% | F: 8.2% | G: 2.9%[9.22 µM]

10	Cc1c2cnn(CC(=O)O)c(=O)c2c(C)n1Cc1cccc(Cl)c1
  A: 0.4% | B: 27.8% | C: -3.9% | D: -1.0% | E: -2.6% | F: 5.5% | G: -1.7%

11	CCOC(=O)c1cccc(NC(=O)C(CC(C)C)N2Cc3ccccc3C2=O)c1 (stereo not drawn)
  A: -10.0% | B: 3.2% | C: -1.1% | D: -11.0% | E: -6.5% | F: 0.9% | G: 5.0%

12	COc1cc(NS(=O)(=O)c2cc(Br)cc3c2N(C(C)=O)C(C)C3)cc(OC)c1 (stereo not drawn)
  A: 1.9% | B: 1.7% | C: -1.8% | D: 1.0% | E: -4.9% | F: 0.2% | G: 8.4%

13	CCN1CCN(Cc2c(O)ccc3cc(-c4ccc(OC)cc4)c(=O)oc23)CC1
  A: -6.5% | B: -5.5% | C: 0.2% | D: ? | E: -24.2% | F: -0.4% | G: -4.7%

14	C=Cc1ccc(Cn2nc(-c3ccc(C)c(S(=O)(=O)N(CC)CC)c3)ccc2=O)cc1
  A: 1.3% | B: 7.2% | C: -3.6% | D: 16.6% | E: -6.9% | F: 2.9% | G: 18.0%

15	CC1CCN(S(=O)(=O)c2ccc3c(c2)N(CC(=O)NCCc2ccccc2)C(=O)CO3)CC1
  A: -9.0% | B: 3.7% | C: -1.6% | D: ? | E: -6.8% | F: 0.9% | G: -0.5%

Some of these compounds in order of heavy-atom count, rising:
Short forms – A = PTAP-TSG101 blk; B = NTMT1 inhibitor; C = B2AR arrestin ag; D = p53null 39C kill; E = FH mod; F = GALK inh; G = p53null 32C kill
10	Cc1c2cnn(CC(=O)O)c(=O)c2c(C)n1Cc1cccc(Cl)c1
  A: 0.4% | B: 27.8% | C: -3.9% | D: -1.0% | E: -2.6% | F: 5.5% | G: -1.7%

12	COc1cc(NS(=O)(=O)c2cc(Br)cc3c2N(C(C)=O)C(C)C3)cc(OC)c1 (stereo not drawn)
  A: 1.9% | B: 1.7% | C: -1.8% | D: 1.0% | E: -4.9% | F: 0.2% | G: 8.4%

13	CCN1CCN(Cc2c(O)ccc3cc(-c4ccc(OC)cc4)c(=O)oc23)CC1
  A: -6.5% | B: -5.5% | C: 0.2% | D: ? | E: -24.2% | F: -0.4% | G: -4.7%

6	O=C(CCc1cn(Cc2ccccc2F)c2ccccc12)NCc1ccc(Cl)cc1
  A: -1.2% | B: 11.7% | C: 0.1% | D: -19.9% | E: -9.7% | F: 3.4% | G: 1.4%

1	Cc1cc(C)cc(NC(=O)CSc2oc(-c3ccccc3)nc2S(=O)(=O)c2ccccc2)c1
  A: -2.4% | B: 1.9% | C: -0.2% | D: -22.8% | E: -7.0% | F: -1.5% | G: -9.7%

Carrying on.
Short forms – A = PTAP-TSG101 blk; B = NTMT1 inhibitor; C = B2AR arrestin ag; D = p53null 39C kill; E = FH mod; F = GALK inh; G = p53null 32C kill
16	COc1ccc(NC(=O)Nc2cccc(-c3noc(C)n3)c2)cc1
  A: -0.4% | B: -6.9% | C: 0.5% | D: -15.4% | E: -18.7% | F: -0.7% | G: -14.2%

17	Cc1cccc(S(=O)(=O)c2cn(Cc3ccc(F)cc3)c3cc(N4CCOCC4)c(F)cc3c2=O)c1
  A: -2.3% | B: -0.3% | C: 1.0% | D: 12.3% | E: -34.3% | F: -1.1% | G: 19.0%

18	CC(C)OCCCNC(=O)c1cc2c(-c3ccc(Cl)cc3)nn(C)c2s1
  A: -9.8% | B: ? | C: -1.9% | D: -11.9% | E: ? | F: 7.4% | G: -10.6%

19	Cc1cccc(N2CCN(C(=O)c3cc4c(=O)n(C)c5ccccc5c4s3)CC2C)c1 (stereo not drawn)
  A: 2.4% | B: 7.2% | C: 0.7% | D: 15.3% | E: -21.0% | F: 7.7% | G: -1.1%

20	Cc1cc(CN2CCN(c3ccc(F)cc3)CC2)cs1
  A: -27.5% | B: 11.8% | C: 0.2% | D: -17.4% | E: -0.3% | F: -6.7% | G: -5.1%

21	CCn1ccc2cc(S(=O)(=O)N3CCCN(C(=O)NCC(=O)OC)CC3)ccc21
  A: 0.1% | B: -6.3% | C: 3.4% | D: 6.1% | E: -18.6% | F: 2.9% | G: -4.3%

22	CCCCOc1ccccc1C1CC(=O)Nc2ccc3ccccc3c21 (stereo not drawn)
  A: 0.3% | B: 3.6% | C: 0.8% | D: 32.6%[activator] | E: -43.1% | F: -2.3% | G: 55.3%[activator]

23	Cc1cc(Br)ccc1NC(=O)C1CCN(S(=O)(=O)c2ccc(Br)s2)CC1
  A: -0.5% | B: -6.5% | C: -2.3% | D: -0.2% | E: -5.1% | F: -0.2% | G: -3.2%

24	Cc1ccc(C)c(NC(=O)CN2C(=O)c3cccnc3Oc3ccc(C)cc32)c1
  A: -2.5% | B: -11.6% | C: 2.0% | D: -4.0% | E: -12.5% | F: 2.4% | G: 0.9%

25	O=C(NCc1ccc(Cl)cc1)C(=O)NCC(c1cccs1)S(=O)(=O)c1ccc(Cl)cc1 (stereo not drawn)
  A: -10.4% | B: -1.9% | C: -3.7% | D: 14.9% | E: -22.7% | F: 1.6% | G: -6.7%

26	CCOCCCNC(=O)c1[nH]c2cc(OC)ccc2c1Sc1ccccc1
  A: -4.4% | B: ? | C: -1.4% | D: 31.1% | E: -2.5% | F: ? | G: 10.5%

27	CC(C)(Oc1ccc(Cl)cc1)C(=O)Nc1ccc(-c2nc3ncccc3o2)cc1
  A: -0.6% | B: -9.2% | C: -2.1% | D: -21.8% | E: -15.3% | F: 2.5% | G: 7.2%

28	O=C(CSC1=Nc2ccccc2N=C(c2ccc(F)cc2)C1)Nc1cc(F)ccc1F
  A: 1.1% | B: -2.0% | C: 1.4% | D: -13.4% | E: -23.9% | F: 4.0% | G: 0.6%
